Screening results (PubChem)
CRFBP-R2 agonist: agonists of CRF-BP/CRF-R2 complex, primary screen, cell-based, HEK293, calcium dye fluorescence, uHTS | calcium dye fluorescence (FLIPR); percent of saturating CRF peptide response | activation, % at 13.2 µM | hit rate 0.46% among 350,000;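 active means activation of at least 50%, plus an integration ratio under a set limit after plate pattern correction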;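 further: plate controls were neutral control wells without compound for no effect and CRF at EC100 for full effect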
CRFBP-R2 block: antagonists of CRF-BP/CRF-R2 complex, primary screen, cell-based, HEK293, calcium dye fluorescence, uHTS; hit rate 0.59% among 350,000; CRF-induced calcium fluorescence; inhibition, % at 11.8 µM;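 active means inhibition of the ligand-induced calcium signal above about 50% at the single tested concentration, limit read from the data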
p-CIP stab down: p/CIP-EGFP fusion destabilizers, primary screen, fluorescence, F442A cells; Q05BA5; 16 h; decrease of EGFP signal, % at 10 µM; hit rate 0.01% among 290,000; AID 1984, 2009;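 active means EGFP signal decrease of at least 30% at 10 µM or well 3 SD below plate mean, unless failing retest; inactive means the rest, including hits failing retest or dose response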; further: some compounds called inactive have numbers as strong as hits; many of its hits are not listed in these tables
M4 PAM: human M4 muscarinic receptor positive allosteric modulators, primary screen, CHO-K1 cells, Fluo-8 calcium fluorescence; activation, % at 3 µM; hit rate 0.4% among 360,000; CHO-K1 hM4/Gqi5, ACh EC20; 0% = ACh EC20, 100% = maximal ACh; Muscarinic acetylcholine receptor M4 (Homo sapiens), P08173;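 active means activation above its plate's cutoff, the mean activation of sample wells plus 3 SD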; further: some results filed as inactive read as strong as hits
Target sequence (P08173 whole entry, looked up): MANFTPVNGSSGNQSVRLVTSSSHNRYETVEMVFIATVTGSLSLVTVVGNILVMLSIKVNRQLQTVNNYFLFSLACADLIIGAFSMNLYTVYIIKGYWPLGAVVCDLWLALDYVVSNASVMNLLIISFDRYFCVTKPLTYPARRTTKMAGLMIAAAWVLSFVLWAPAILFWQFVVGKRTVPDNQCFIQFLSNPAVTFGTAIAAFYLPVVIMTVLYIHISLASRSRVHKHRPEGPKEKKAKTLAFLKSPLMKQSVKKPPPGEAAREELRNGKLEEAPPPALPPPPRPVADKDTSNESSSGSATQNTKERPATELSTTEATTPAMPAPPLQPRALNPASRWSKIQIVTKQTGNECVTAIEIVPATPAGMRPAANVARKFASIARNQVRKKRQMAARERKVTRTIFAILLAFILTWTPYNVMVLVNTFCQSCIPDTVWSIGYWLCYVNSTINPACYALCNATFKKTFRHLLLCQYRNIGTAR
PHOSPHO1 block: PubChem AID 1565; recombinant PHOSPHO1, absorbance phosphatase assay; Phosphoethanolamine/phosphocholine phosphatase (Homo sapiens), Q8TCT1; inhibition, % at 13.3 µM; hit rate 1.1% among 290,000; in the data active means inhibition above about 60%
Target sequence (Q8TCT1 whole entry, looked up): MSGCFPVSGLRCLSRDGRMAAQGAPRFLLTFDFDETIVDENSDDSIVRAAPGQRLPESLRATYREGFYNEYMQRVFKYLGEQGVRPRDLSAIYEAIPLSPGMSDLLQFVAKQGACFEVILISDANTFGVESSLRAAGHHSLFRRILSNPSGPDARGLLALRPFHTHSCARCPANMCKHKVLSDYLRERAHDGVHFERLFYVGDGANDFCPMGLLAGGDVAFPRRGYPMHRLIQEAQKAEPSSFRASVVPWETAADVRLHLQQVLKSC
IDE inh: human IDE inhibitors in live cells, primary screen, fluorescence polarization, HEK cells, FAbetaB substrate; hit rate 0.41% among 320,000; FAbetaB cleavage; Insulin-degrading enzyme (Homo sapiens), P14735; AID 434962, 2010; inhibition, % at 5.59 µM;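 active means percent inhibition above the average of all tested compounds plus 3 SD, set per screening campaign, cut at about 16% in these data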;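 further: IDE supplied by intact live HEK cells; FP after avidin binding of uncleaved biotin substrate so inhibition keeps polarization high; 0% = DMSO wells and 100% = 60 µM reference IDE inhibitor Ii1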
GalR3 antagonist: GalR3 antagonists in HEK293 cells, primary screen, cell-based, fluorescence readout; Galanin receptor type 3 (Homo sapiens), O60755; HEK293 GalR3-CNG cAMP membrane potential fluorescence; galR3 body fused to GalR1 C-terminus; inhibition, % at 3 µM; hit rate 0.44% among 360,000; AID 651719, 2012;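 active means inhibition above the screen-wide average plus 3 SD, cut at about 13% in these data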;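 further: forskolin and galanin both at EC90 stimulate the cells; cAMP rise reported by CNG channel membrane potential dye signal; 0% = forskolin plus galanin with DMSO and 100% = forskolin alone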
Target sequence (O60755 1-299 limits assumed): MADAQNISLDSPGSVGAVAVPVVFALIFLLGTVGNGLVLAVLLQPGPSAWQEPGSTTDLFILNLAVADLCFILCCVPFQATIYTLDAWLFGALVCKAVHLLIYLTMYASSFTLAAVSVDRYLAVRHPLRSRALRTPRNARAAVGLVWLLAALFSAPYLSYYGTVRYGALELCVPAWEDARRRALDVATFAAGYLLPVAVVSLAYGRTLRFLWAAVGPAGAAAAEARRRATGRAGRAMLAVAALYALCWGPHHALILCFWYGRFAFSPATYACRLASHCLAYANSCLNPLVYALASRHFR
IDE cell activ: human IDE activators in live cells, primary screen, fluorescence polarization, HEK cells, FAbeta-B substrate; Insulin-degrading enzyme (Homo sapiens), P14735; FAbeta-B cleavage; 0% vehicle, 100% cell-free pure enzyme wells; activation, % at 5.96 µM; hit rate 0.073% among 340,000; AID 493087, 2011;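 active means activation above the mean of all tested compounds plus 3 SD, set per screening campaign, cut at about 17% in these data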
MEKK3 PB1 HTS: modulators of MEKK3-MEK5 PB1 binding, primary screen, biochemical, wildtype MEKK3, multiplex bead flow cytometry, Alexa488-MEK5; Mitogen-activated protein kinase kinase kinase 3 (Homo sapiens), Q99759; bead-based flow cytometry, Alexa488-MEK5 binding to MEKK3; actives lie on both sides; 0 = blocked by unlabeled MEK5, 100 = vehicle; binding response (% of control), % at 10 µM; hit rate 1.4% among 290,000;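 active means binding response more than 3 SD above or below the average of its plate-row segment, actives on both sides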;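 further: Alexa488 bead fluorescence after subtracting the streptavidin-only scavenger bead signal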
Numbers without * were called inactive; [ ] = dose if it differs, or a comment.

Results for S=c1[nH]nc(COc2ccc3ccccc3c2)o1 ?
CRFBP-R2 agonist: -1.1; CRFBP-R2 block: 10; p-CIP stab down: 1; M4 PAM: 9; PHOSPHO1 block: -45; IDE inh: -4; GalR3 antagonist: -4; IDE cell activ: 4; MEKK3 PB1 HTS: 92

How did CC(=O)Nc1ccc(S(=O)(=O)N2CCCC2C(=O)Nc2ccc3c(c2)OCCO3)cc1 (stereo unspecified) do in these assays?
CRFBP-R2 agonist: -0.9; CRFBP-R2 block: 2; p-CIP stab down: -10; M4 PAM: 8; PHOSPHO1 block: 44; IDE inh: 2; GalR3 antagonist: 0; IDE cell activ: 7; MEKK3 PB1 HTS: 92

Results for O=C(OCc1ccc([N+](=O)[O-])cc1)c1cc([N+](=O)[O-])ccc1N1CCOCC1 ?
CRFBP-R2 agonist: -0.7; CRFBP-R2 block: 9; M4 PAM: -2; IDE inh: -3; GalR3 antagonist: -4; IDE cell activ: 7

What do the screens show for `O=C(CSc1nnc(-c2ccco2)o1)N1c2ccccc2CCc2ccccc21`?
CRFBP-R2 agonist: 0.4; CRFBP-R2 block: 4; p-CIP stab down: -4; M4 PAM: 2; PHOSPHO1 block: 14; IDE inh: 7; GalR3 antagonist: -7; IDE cell activ: -2; MEKK3 PB1 HTS: 80*[inhibitor]

What do the screens show for `CC1Cc2ccccc2N1C(=O)COc1ccc2c(c1)OCO2` (stereo unspecified)?
CRFBP-R2 agonist: 0.0; CRFBP-R2 block: -2; p-CIP stab down: -11; M4 PAM: 9; PHOSPHO1 block: 23; IDE inh: -1; GalR3 antagonist: 4; IDE cell activ: 7; MEKK3 PB1 HTS: 102

Results for Cc1noc(/C=C/N(C)C)c1S(=O)(=O)N1CCc2ccccc21 ?
CRFBP-R2 agonist: -6.6; CRFBP-R2 block: 15; p-CIP stab down: -4; M4 PAM: 4; PHOSPHO1 block: -10; IDE inh: 0; IDE cell activ: 1; MEKK3 PB1 HTS: 115

Results for OCC[C@H]1C[C@H](O)[C@@H](O)[C@]2(CCCO2)O1 ?
CRFBP-R2 agonist: 1.5; CRFBP-R2 block: -11; M4 PAM: 16; IDE inh: -1; GalR3 antagonist: -4; IDE cell activ: 4; MEKK3 PB1 HTS: 102

Results for COCCNc1ccc(-c2n[nH]c(=O)c3ccccc23)cc1[N+](=O)[O-] ?
CRFBP-R2 agonist: -0.5; CRFBP-R2 block: 10; p-CIP stab down: -4; M4 PAM: 3; PHOSPHO1 block: 20; IDE inh: -1; GalR3 antagonist: -9; IDE cell activ: -1; MEKK3 PB1 HTS: 103

What do the screens show for `C#Cc1ccc([C@@H]2C=C(C(=O)O)O[C@H](OCCCCO)C2)cc1`?
CRFBP-R2 agonist: 0.9; CRFBP-R2 block: 4; p-CIP stab down: -4; M4 PAM: -8; PHOSPHO1 block: 5; IDE inh: -2; GalR3 antagonist: -7; IDE cell activ: -4; MEKK3 PB1 HTS: 101

Results for CN(CCCC(=O)Nc1ccncc1)S(=O)(=O)c1ccc(Cl)cc1 ?
CRFBP-R2 agonist: -1.6; CRFBP-R2 block: 10; p-CIP stab down: -23; M4 PAM: -8; PHOSPHO1 block: 19; IDE inh: 3; GalR3 antagonist: -7; IDE cell activ: 2; MEKK3 PB1 HTS: 106

How did CC(C)NC(=S)N1CCN(C/C=C/c2ccccc2)CC1 do in these assays?
CRFBP-R2 agonist: -2.8; CRFBP-R2 block: -5; p-CIP stab down: -12; M4 PAM: -3; PHOSPHO1 block: -86; IDE inh: 1; GalR3 antagonist: -4; IDE cell activ: 2; MEKK3 PB1 HTS: 93

What do the screens show for `C/C(=N\O)C(=O)OC1CC(C)CCC1C(C)C` (stereo unspecified)?
CRFBP-R2 agonist: 1.8; CRFBP-R2 block: -1; p-CIP stab down: -4; M4 PAM: -3; PHOSPHO1 block: -13; IDE inh: -1; GalR3 antagonist: -5; IDE cell activ: 0; MEKK3 PB1 HTS: 98

What do the screens show for `COc1cccc(C2CC(c3ccccc3)=NN2S(=O)(=O)c2ccc(C)cc2)c1OC` (stereo unspecified)?
CRFBP-R2 agonist: 5.1; CRFBP-R2 block: -12; p-CIP stab down: -25; M4 PAM: -6; PHOSPHO1 block: -30; IDE inh: 2; GalR3 antagonist: -5; IDE cell activ: 0

What do the screens show for `C[C@H]1CN([C@@H](C)CO)C(=O)c2cc(Br)cnc2O[C@H]1CN(C)C(=O)C1CCC1`?
CRFBP-R2 agonist: 1.7; CRFBP-R2 block: -13; M4 PAM: 7; GalR3 antagonist: -5

What do the screens show for `Cc1nc(C)c(-c2nnc(-c3ccc(C(C)(C)C)cc3)o2)cc1C(=O)NN`?
CRFBP-R2 agonist: 0.5; CRFBP-R2 block: -28; p-CIP stab down: -7; M4 PAM: 0; PHOSPHO1 block: -10; IDE inh: -1; GalR3 antagonist: 6; IDE cell activ: 6; MEKK3 PB1 HTS: 97

Copied from the entries so far (2 entries):
Results for CN(CCCC(=O)Nc1ccncc1)S(=O)(=O)c1ccc(Cl)cc1 ?
CRFBP-R2 agonist: -1.6; CRFBP-R2 block: 10; p-CIP stab down: -23; M4 PAM: -8; PHOSPHO1 block: 19; IDE inh: 3; GalR3 antagonist: -7; IDE cell activ: 2; MEKK3 PB1 HTS: 106

How did CC(C)NC(=S)N1CCN(C/C=C/c2ccccc2)CC1 do in these assays?
CRFBP-R2 agonist: -2.8; CRFBP-R2 block: -5; p-CIP stab down: -12; M4 PAM: -3; PHOSPHO1 block: -86; IDE inh: 1; GalR3 antagonist: -4; IDE cell activ: 2; MEKK3 PB1 HTS: 93

Further results:
What do the screens show for `COc1ccc(-c2csc(NC(=S)NC(=O)c3cccs3)n2)cc1OC`?
CRFBP-R2 agonist: -0.5; CRFBP-R2 block: -39; p-CIP stab down: -11; M4 PAM: -6; PHOSPHO1 block: 1; GalR3 antagonist: -2; IDE cell activ: 0; MEKK3 PB1 HTS: 101

What do the screens show for `Cc1cc2c(cc1S(N)(=O)=O)S(=O)(=O)CCC2`?
CRFBP-R2 agonist: -0.2; CRFBP-R2 block: -1; M4 PAM: 4; IDE inh: 1; GalR3 antagonist: -4; IDE cell activ: 2

How did NNC(=O)c1sc2cc(C(F)(F)F)cnc2c1-c1cccs1 do in these assays?
CRFBP-R2 agonist: -3.4; CRFBP-R2 block: -27; p-CIP stab down: -12; M4 PAM: -3; PHOSPHO1 block: 24; IDE inh: -4; GalR3 antagonist: 1; MEKK3 PB1 HTS: 103

Results for CS(=O)(=O)NCC(c1cccnc1)N1CCN(c2ccc(F)cc2)CC1 (stereo unspecified) ?
CRFBP-R2 agonist: 0.9; CRFBP-R2 block: 0; p-CIP stab down: -11; M4 PAM: 1; PHOSPHO1 block: 0; GalR3 antagonist: -2; IDE cell activ: 2; MEKK3 PB1 HTS: 97

Results for CC(C)(C)c1csc(NC(=O)CS(=O)(=O)c2ccccc2)n1 ?
CRFBP-R2 agonist: 1.2; CRFBP-R2 block: -8; p-CIP stab down: -20; M4 PAM: 5; PHOSPHO1 block: 26; IDE inh: 1; GalR3 antagonist: -6; IDE cell activ: 4; MEKK3 PB1 HTS: 106

How did CCN1CCN(C(c2cccs2)C(C)NC(=S)NC2CCCCC2)CC1 (stereo unspecified) do in these assays?
CRFBP-R2 agonist: 1.8; CRFBP-R2 block: 26; p-CIP stab down: 2; M4 PAM: -6; PHOSPHO1 block: 38; IDE inh: -3; GalR3 antagonist: 0; IDE cell activ: -1; MEKK3 PB1 HTS: 104

What do the screens show for `O=C(NC1CCCN(CCc2ccccc2)C1)C1CCCC1` (stereo unspecified)?
CRFBP-R2 agonist: 0.7; CRFBP-R2 block: 0; p-CIP stab down: -10; M4 PAM: -9; PHOSPHO1 block: -33; IDE inh: 7; GalR3 antagonist: -10; IDE cell activ: 4; MEKK3 PB1 HTS: 101

What do the screens show for `O=C(CN1CCN(C(=O)c2ccco2)CC1)Nc1ccc(Br)cc1`?
CRFBP-R2 agonist: 0.6; CRFBP-R2 block: -2; p-CIP stab down: -16; M4 PAM: 11; PHOSPHO1 block: 19; IDE inh: 6; GalR3 antagonist: -11; IDE cell activ: -1; MEKK3 PB1 HTS: 102

Results for Cc1ccc(CN2CC(C(=O)NNC(=O)c3ccc(F)cc3)CC2=O)cc1 (stereo unspecified) ?
CRFBP-R2 agonist: -1.0; CRFBP-R2 block: 2; M4 PAM: 2; IDE inh: 1; GalR3 antagonist: -6; IDE cell activ: -2

What do the screens show for `C/C(=N/NS(=O)(=O)c1ccc(C)cc1)c1ccc2c(c1)OCO2`?
CRFBP-R2 agonist: 1.8; CRFBP-R2 block: 5; p-CIP stab down: 12; M4 PAM: -3; PHOSPHO1 block: 31; GalR3 antagonist: -3; IDE cell activ: 0; MEKK3 PB1 HTS: 103

How did Cc1cc(C(=O)NCc2ccc3c(c2)OCO3)c(C)o1 do in these assays?
CRFBP-R2 agonist: 0.6; CRFBP-R2 block: -2; p-CIP stab down: 0; M4 PAM: -8; PHOSPHO1 block: 21; IDE inh: 3; GalR3 antagonist: 0; IDE cell activ: 7; MEKK3 PB1 HTS: 91

What do the screens show for `CC(C)(C)c1ccc(S(=O)(=O)N2CCCC2C(=O)N2CCOCC2)cc1` (stereo unspecified)?
CRFBP-R2 agonist: 4.7; CRFBP-R2 block: 7; p-CIP stab down: -4; M4 PAM: -4; PHOSPHO1 block: 34; IDE inh: 7; GalR3 antagonist: -4; MEKK3 PB1 HTS: 104

Results for O=C(O)c1cccc(Nc2cc(Cl)c3nonc3c2[N+](=O)[O-])c1 ?
CRFBP-R2 agonist: -1.8; CRFBP-R2 block: 6; p-CIP stab down: -4; M4 PAM: 2; PHOSPHO1 block: 16; IDE inh: -13; GalR3 antagonist: -1; IDE cell activ: -6; MEKK3 PB1 HTS: 96

What do the screens show for `O=S(=O)(NCCCN1CCOCC1)c1ccc2c(c1)OCCO2`?
CRFBP-R2 agonist: 0.0; CRFBP-R2 block: -15; p-CIP stab down: -2; M4 PAM: -1; PHOSPHO1 block: 30; IDE inh: 5; GalR3 antagonist: -1; IDE cell activ: 6; MEKK3 PB1 HTS: 100

What do the screens show for `Cc1cccc2cc(C3CC(c4cccs4)=NN3C(=O)CCC(=O)O)c(Cl)nc12` (stereo unspecified)?
CRFBP-R2 agonist: -1.1; CRFBP-R2 block: -4; p-CIP stab down: 3; M4 PAM: 15; PHOSPHO1 block: 4; IDE inh: -2; GalR3 antagonist: 4; IDE cell activ: -5; MEKK3 PB1 HTS: 96

How did CCSc1cc(C)nc2c(-c3ccccc3)c(C)nn12 do in these assays?
CRFBP-R2 agonist: -0.8; CRFBP-R2 block: -15; p-CIP stab down: -11; M4 PAM: 0; PHOSPHO1 block: 23; IDE inh: 2; GalR3 antagonist: -5; IDE cell activ: 5; MEKK3 PB1 HTS: 104

How did CCN(CC(=O)NCc1ccc(Cl)cc1)C(=O)c1oc2ccccc2c1C do in these assays?
CRFBP-R2 agonist: 0.2; CRFBP-R2 block: 2; p-CIP stab down: 12; M4 PAM: -5; PHOSPHO1 block: -12; IDE inh: 3; GalR3 antagonist: -8; IDE cell activ: 3; MEKK3 PB1 HTS: 101

How did CN(C)C(=O)C(NC(=O)c1ccccc1)=C(Cl)Cl do in these assays?
CRFBP-R2 agonist: 0.3; CRFBP-R2 block: 9; p-CIP stab down: 4; M4 PAM: 8; PHOSPHO1 block: 5; IDE inh: 2; GalR3 antagonist: 7; IDE cell activ: 5; MEKK3 PB1 HTS: 95
